TAAR1 agonist: human TAAR1 agonism; Q96RJ0; CHO RD-HGA16 TAAR1, Fluo-8 calcium fluorescence; vehicle wells 0%, saturating PEA agonist 100%; activation, % at 3 µM; hit rate 0.99% among 360,000;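 active = activation above the mean activation of all test compounds in the run plus 3 SD, cut at about 38% in these data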
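Repeats: no replicates (n 1) | Material: CHO-derived RD-HGA16 cells with stable Gα16 and human TAAR1 | Technique: Kinetic Fluo-8 calcium fluorescence | Schedule: 17-24 h seeding, 75 min 37 °C dye, 30 min RT | Evaluation: % activation from peak over basal fluorescence ratio, DMSO-to-PEA scaled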
CRFR2-BP ag: CRF-BP/CRF-R2 complex agonism. activation, % at 13.2 µM. HEK293 CRF-R2/CRF-BP, calcium dye fluorescence (FLIPR); percent of saturating CRF peptide response. hit rate 0.46% among 350,000. AID 588473;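 active = activation of at least 50%, plus an integration ratio under a set limit after plate pattern correction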;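 note: plate controls were neutral control wells without compound for no effect and CRF at EC100 for full effect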
CHRM4 PAM: CHRM4 positive allosteric modulation. P08173. CHO-K1 hM4/Gqi5, Fluo-8 calcium fluorescence, ACh EC20; 0% = ACh EC20, 100% = maximal ACh. activation, % at 3 µM. hit rate 0.4% among 360,000. AID 624126;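 active = activation above its plate's cutoff, the mean activation of sample wells plus 3 SD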; note: some results filed as inactive read as strong as hits
Target sequence (P08173 whole entry, looked up): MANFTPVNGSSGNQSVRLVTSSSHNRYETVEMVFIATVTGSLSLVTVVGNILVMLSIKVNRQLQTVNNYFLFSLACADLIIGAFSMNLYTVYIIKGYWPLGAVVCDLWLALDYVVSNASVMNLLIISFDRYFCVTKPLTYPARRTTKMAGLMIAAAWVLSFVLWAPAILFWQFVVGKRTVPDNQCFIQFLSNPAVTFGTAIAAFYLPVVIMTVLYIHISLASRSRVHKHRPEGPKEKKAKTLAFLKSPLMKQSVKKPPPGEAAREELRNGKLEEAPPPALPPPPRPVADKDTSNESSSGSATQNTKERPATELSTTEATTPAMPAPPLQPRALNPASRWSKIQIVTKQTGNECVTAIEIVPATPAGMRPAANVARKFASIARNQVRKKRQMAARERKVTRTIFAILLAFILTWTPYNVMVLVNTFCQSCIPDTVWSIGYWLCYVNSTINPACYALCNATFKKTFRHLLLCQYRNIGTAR
CHO-K1 Ca PAM: counter-screen for M1 PAMs: effect in parental CHO-K1 cells; AID 602247; ATP EC20, Fluo-8 calcium fluorescence; 0% at ATP EC20, 100% at ATP max; activation, % at 3 µM; hit rate 0.02% among 360,000;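 active = activation above the run cutoff, the mean activation of all test compounds plus 3 SD, cut at about 40% in these data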;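 note: peak over basal fluorescence ratio in a 140 s read after ATP addition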
TAAR1 antag: antagonists of human TAAR1; inhibition, % at 3 µM; CHO RD-HGA16 TAAR1, Fluo-8 calcium fluorescence, antagonist; hit rate 1.5% among 360,000;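 active = inhibition above a per-plate cutoff, the mean inhibition of test compounds on that plate plus 3 SD, cut at about 49% in these data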;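 note: 0% = DMSO plus EC80 beta-PEA response and 100% = DMSO alone without agonist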
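Test system – hTAAR1-expressing CHO RD-HGA16 cells, Gα16-coupled · Also added – β-PEA at EC80 concentration, post-compound challenge · Compound – 3 µM, single point · Incubation – dye loading 75 min at 37 °C, then 30 min room temperature · Measured by – Fluo-8 intracellular calcium dye fluorescence, real-time kinetic reads · Benchmarks – vehicle and agonist controls · Replicates – singlicate, one well per test compound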
CHRM5 agonist: CHRM5 agonism in calcium assay; P08912; CHO-K1 hM5 cells, Fluo-8 calcium fluorescence; 0% DMSO wells, 100% maximal acetylcholine response; activation, % at 3 µM; hit rate 0.19% among 360,000;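 active = activation above the run's mean over test compounds plus 3 SD, cut at about 23% in these data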;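 note: signal is peak over basal fluorescence ratio across the kinetic read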
Target sequence (P08912 whole entry, looked up): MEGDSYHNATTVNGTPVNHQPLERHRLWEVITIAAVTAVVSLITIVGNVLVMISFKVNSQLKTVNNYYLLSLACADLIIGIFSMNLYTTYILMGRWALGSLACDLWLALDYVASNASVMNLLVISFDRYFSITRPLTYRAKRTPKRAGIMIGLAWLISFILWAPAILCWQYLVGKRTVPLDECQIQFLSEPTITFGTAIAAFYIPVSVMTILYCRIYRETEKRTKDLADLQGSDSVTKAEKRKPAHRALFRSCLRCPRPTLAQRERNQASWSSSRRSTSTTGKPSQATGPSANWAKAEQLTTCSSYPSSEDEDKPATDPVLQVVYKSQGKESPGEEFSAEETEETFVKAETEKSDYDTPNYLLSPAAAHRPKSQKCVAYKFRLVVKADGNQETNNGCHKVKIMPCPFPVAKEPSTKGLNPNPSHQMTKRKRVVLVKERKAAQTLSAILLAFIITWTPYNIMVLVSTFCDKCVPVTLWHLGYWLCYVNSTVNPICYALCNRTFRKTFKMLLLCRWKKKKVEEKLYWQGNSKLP
M5 PAM: CHRM5 positive allosteric modulation. P08912. CHO-K1 hM5, Fluo-8 calcium, ACh EC20 PAM; 0% = ACh EC20, 100% = ACh EC100. activation, % at 3 µM. hit rate 0.3% among 360,000. AID 624038;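 active = activation above the run cutoff, the mean activation of all test compounds plus 3 SD, cut at about 18% in these data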
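system = human M5 receptor in CHO-K1 cells | compound = one concentration, 3 µM final (nominal) | schedule = Post-acetylcholine fluorescence recording 140 s | signal = Fluo-8 calcium dye fluorescence, kinetic read | benchmarks = low control EC20 acetylcholine (0%), high control EC100 acetylcholine (100%) | repeats = singlicate, one well per test compound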
CRFBP-R2 block: CRF-BP/CRF-R2 complex antagonism; HEK293 CRF-R2/CRF-BP, CRF-induced calcium fluorescence; inhibition, % at 11.8 µM; hit rate 0.59% among 350,000;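 active = inhibition of the ligand-induced calcium signal above about 50% at the single tested concentration, limit read from the data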
CHRM5 antagonist: blocks acetylcholine activation of human M5 receptor | P08912 | CHO-hM5 cells, Fluo-8 calcium fluorescence, ACh EC80 | inhibition, % at 3 µM | hit rate 0.59% among 360,000 | AID 624040;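 active = inhibition above a per-plate cutoff, the mean of that plate's test compounds plus 3 SD, cut at about 27% in these data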;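 note: 0% = acetylcholine EC80 with DMSO and 100% = DMSO without agonist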
Numbers without * were called inactive; / = not tested or not shown.

SMILES	TAAR1 agonist	CRFR2-BP ag	CHRM4 PAM	CHO-K1 Ca PAM	TAAR1 antag	CHRM5 agonist	M5 PAM	CRFBP-R2 block	CHRM5 antagonist
CCOC(=O)CNC(=O)CSc1ncnc2c1cnn2-c1ccc(Cl)cc1	14.0	-1.4	5.8	11.6	-9.8	-3.7	0.7	4.3	-5.2
C[C@@H]1CN([C@H](C)CO)S(=O)(=O)c2ccc(Br)cc2O[C@@H]1CN(C)Cc1ccc(-c2ccccc2)cc1	0.5	1.3	-8.4	17.5	-28.2	0.3	0.7	15.1	1.5
c1ccn(CCc2ccncc2)c1	2.1	-1.0	5.2	14.2	-7.5	-2.4	-0.9	-6.2	13.7
COC(=O)c1sccc1-c1ccc(C(=O)Nc2ccccc2)o1	11.3	0.2	-2.0	1.8	10.4	-1.8	-3.5	-12.5	7.1
CCOc1cc2c(cc1C(C)(C)C)NC(=O)CS2	-1.1	0.7	8.0	17.6	-11.3	-7.4	5.0	-5.2	-4.6
COc1ccc(NC(=O)CCCC2CCCCC2)c(OC)c1	6.8	-0.2	21.1*	-17.9	0.1	-1.9	6.2	-5.3	1.1
Clc1ccc(/C=N\Nc2ccccc2)cc1	-1.0	0.7	-1.0	6.0	-30.2	2.6	4.5	2.4	-7.5
Cc1onc(-c2ccccc2Cl)c1C(=O)NCc1ccccc1F	0.6	1.3	4.1	13.9	-11.6	-5.5	4.6	-2.2	-3.2
CC(C)c1nnc(NC(=O)CN2C(=O)c3ccccc3C2=O)s1	2.7	0.9	-3.6	15.1	-14.0	4.5	2.7	10.1	-1.5
COc1ccc(/C=N/NC(=O)c2nonc2C)cc1	3.7	-1.0	13.9	4.9	-5.4	-3.1	1.2	-6.2	-3.9
Brc1ccccc1-c1nc2c3ccccc3ncn2n1	9.0	0.8	-2.0	2.4	52.7*	-0.2	-10.2	-12.9	6.5
Cc1c(Cl)cccc1NC(=O)Cc1cccs1	0.6	0.5	-3.4	1.7	-12.1	-9.6	-2.7	7.5	13.8
COc1ccc([N+](=O)[O-])cc1/C=N/Nc1nn[nH]n1	11.4	3.1	1.6	-4.7	-3.0	-3.8	-4.9	-0.3	3.7
C=CCOc1ccc(Oc2cc(C)nc(SC)n2)nn1	5.1	-0.1	-0.5	8.9	-6.6	-0.5	6.9	5.5	6.8
CCOc1ccc(C(=O)NCC(=O)OCC(=O)Nc2ccc(C)c(S(=O)(=O)N(C)C)c2)cc1	7.1	-1.8	-1.2	-16.7	10.7	-1.9	3.8	-24.4	-3.5
CC(=O)Nc1ccc(N(CC(O)Cn2c3ccccc3c3ccccc32)S(=O)(=O)c2ccc(C)cc2)cc1 (stereo not given)	1.7	-0.5	-15.1	19.1	27.4	-1.5	-3.0	-4.8	7.8
CCCC(=O)N1CCCC1(C)C(=O)NCc1ccc(F)cc1Cl (stereo not given)	0.1	/	1.1	13.9	0.7	0.4	-0.2	/	2.6
COC(=O)c1nc(-c2ccccc2)oc1N1CCOCC1	7.4	0.7	12.8	11.2	-25.1	1.4	3.9	-3.0	6.2
CN1CCN(c2ccc(NC(=O)c3cc4ccccc4o3)cc2)CC1	8.3	-1.0	-2.1	16.3	1.8	-11.8	-1.2	6.3	2.2
COc1ccccc1N1CCN(c2nc(-c3ccccc3)cc(C(F)(F)F)n2)CC1	0.7	-0.1	9.9	12.9	-11.8	-0.7	26.8*	-20.4	-20.2

Single records, as listed above:
Results for CCOc1ccc(C(=O)NCC(=O)OCC(=O)Nc2ccc(C)c(S(=O)(=O)N(C)C)c2)cc1 = TAAR1 agonist = 7.1; CRFR2-BP ag = -1.8; CHRM4 PAM = -1.2; CHO-K1 Ca PAM = -16.7; TAAR1 antag = 10.7; CHRM5 agonist = -1.9; M5 PAM = 3.8; CRFBP-R2 block = -24.4; CHRM5 antagonist = -3.5
Results for CC(=O)Nc1ccc(N(CC(O)Cn2c3ccccc3c3ccccc32)S(=O)(=O)c2ccc(C)cc2)cc1 (stereo not given) = TAAR1 agonist = 1.7; CRFR2-BP ag = -0.5; CHRM4 PAM = -15.1; CHO-K1 Ca PAM = 19.1; TAAR1 antag = 27.4; CHRM5 agonist = -1.5; M5 PAM = -3.0; CRFBP-R2 block = -4.8; CHRM5 antagonist = 7.8

Further results follow.
SMILES	TAAR1 agonist	CRFR2-BP ag	CHRM4 PAM	CHO-K1 Ca PAM	TAAR1 antag	CHRM5 agonist	M5 PAM	CRFBP-R2 block	CHRM5 antagonist
Cc1csc2nc(CNC(=O)C3CC=CCC3C(=O)O)cn12 (stereo not given)	0.6	1.3	-2.5	12.3	-21.0	-0.6	0.9	32.0	-7.0
O=C(Nc1cccc(Cl)c1)Nc1ccc2nccnc2c1	47.3*	-1.2	-14.3	-29.3	58.2*	14.1	-23.4	-35.4	15.2
COc1ccc(-n2c(SCC(N)=O)nc3sc4c(c3c2=O)CCN(C)C4)cc1	1.7	2.5	-3.9	18.1	0.0	-2.0	3.8	1.4	0.0
CCCCn1c(N)c(N(CC)C(=O)c2ccccc2C(F)(F)F)c(=O)[nH]c1=O	-1.3	0.2	0.8	-3.6	8.9	-2.6	-2.6	10.9	7.0
COCC(C)n1c(SCc2cc(=O)n3cc(C)ccc3n2)nc2ccccc2c1=O (stereo not given)	3.4	-5.1	10.7	17.5	-23.4	-0.8	0.3	2.1	3.1
CC(c1ccccc1)N1C(=O)c2ccccc2C1O (stereo not given)	2.6	1.1	8.4	16.2	-28.7	1.4	-2.2	-14.4	1.7
Cc1ccccc1C(O)c1ccccn1 (stereo not given)	11.3	-1.2	-1.4	17.5	-2.7	3.2	2.8	-4.4	-8.8
Cc1cc(/C=C(\C#N)C(=O)NCC2CCCO2)c(C)n1-c1ccc(Cl)cc1 (stereo not given)	3.2	1.3	-13.5	9.2	-6.2	-5.7	-2.0	-18.7	2.4
Cc1c(NC(=O)COC(=O)CSc2ccc([N+](=O)[O-])cc2)c(=O)n(-c2ccccc2)n1C	0.1	1.7	3.5	1.6	15.4	-1.9	0.2	3.0	-0.4
Cc1ccc(NC(=O)CN(C)C(=O)c2ccc(-n3cncn3)c([N+](=O)[O-])c2)cc1	-0.7	0.3	-2.8	-13.1	-15.2	0.0	-0.6	-8.8	-2.1
O=C(CN(C(=O)c1ccc(Cl)cc1)N1C(=O)C2C3C=CC(C3)C2C1=O)c1cccs1 (stereo not given)	11.0	-0.7	-9.9	2.2	5.1	2.7	-7.2	-11.7	14.0
CCc1cccc2c(C#N)cn(CC(=O)NCc3ccco3)c12	12.6	-0.9	1.4	8.1	3.2	-4.3	4.4	5.5	-6.6
CCC/C(O)=C1\C(=O)CC(C)(C)CC1=Nc1ccccc1OC	2.8	1.1	12.3	8.5	12.5	-5.2	10.6	0.0	2.1
O=C1c2ccccc2-c2cc(Br)ccc2NC1O (stereo not given)	6.9	-1.2	3.3	19.8	-25.4	2.7	2.5	4.3	-0.6
CC(OC(=O)c1ccc(Cl)c(S(=O)(=O)N2CCOCC2)c1)C(=O)NC1CCCCC1C (stereo not given)	2.7	1.1	-1.8	13.2	-7.7	4.0	0.8	6.6	-14.0
CC1CCN(C(=O)C(C)NCc2ccc(F)cc2)CC1 (stereo not given)	3.8	0.2	-8.2	13.7	-11.9	-6.3	2.4	12.4	14.7
O=C(NCC1CCCO1)c1cccc(-n2cnnn2)c1 (stereo not given)	0.1	-1.0	-1.3	-0.9	-11.6	-0.9	-6.0	-2.8	1.1
CCOC(=O)c1sc2nc(C)nc(NCCc3ccc(S(N)(=O)=O)cc3)c2c1C	2.6	1.5	2.1	-21.9	15.7	-0.1	0.1	-3.5	-2.0
Cc1ccc(NC(=S)NCCc2ccc(S(N)(=O)=O)cc2)cc1C	0.4	-7.7	4.3	7.9	23.8	-4.7	-7.3	2.8	8.6
COc1ccc(C(CNC(=O)c2cccc(N(C)C)c2)N2CCCC2)cc1 (stereo not given)	-0.7	0.1	-12.1	13.1	-6.7	-5.2	1.6	-3.6	-2.5
O=C(N/N=C/c1cn(CCOc2ccccc2)c2ccccc12)c1ccncc1	4.8	6.0	5.2	18.9	-10.6	-0.3	2.7	-25.0	-7.6
Cc1ccc2c(c1)C(=O)CC(O)(C(F)(F)F)O2 (stereo not given)	2.3	-0.3	-0.4	3.9	-13.5	-1.6	3.6	-1.6	-1.2
COc1ccc(/C=N/NC2=NCCCCC2)c(OC)c1	3.2	0.5	-3.4	13.9	14.8	-3.8	0.7	14.2	10.0
CCOC(=O)c1ccc(NC(=S)NC(=O)C2CCCC2)cc1	-0.2	1.5	-5.4	-4.1	6.8	-5.0	-8.7	-5.5	-3.9
COCCn1c(=S)[nH]c2cc(C(=O)N3CCc4ccccc43)ccc2c1=O	14.4	-6.3	3.5	17.6	12.0	3.7	2.0	-7.3	-7.8
CC1CC(C)CN(C(=O)CCc2nnc3ccc(N4CCCCC4)nn23)C1 (stereo not given)	4.6	0.2	2.9	20.0	-24.1	-2.6	4.9	3.3	-3.3
CC(C)CCN1C(=O)CCC1(C)C(=O)NC1CCCCCCC1 (stereo not given)	3.7	-2.4	-7.4	24.7	-11.2	-10.5	-5.2	12.7	-0.5
CN1N=C(C(C)(C)C)CC1=O	6.1	-0.9	/	/	-9.7	/	/	3.9	/
CCOc1ccc(NC(=O)c2ccc(NC(=O)CSc3nc4ccccc4c(=O)[nH]3)cc2)cc1	1.7	3.2	16.6	-7.6	-19.7	0.8	13.2	2.9	-1.4
O=C(COC(=O)COc1ccccc1[N+](=O)[O-])Nc1ccc(S(=O)(=O)N2CCCCC2)cc1	6.9	1.6	-3.5	16.8	-15.2	2.5	-6.8	10.8	-1.4
Cc1cnc(C(=O)Nc2ccc(C(C)C)cc2)cn1	-1.6	-0.8	-5.1	-10.8	-12.1	-5.6	-2.1	-4.9	6.9
O=C(O)CCn1c(C2CCCCC2)nc2ccccc21	3.5	-0.2	10.1	11.6	14.9	-3.0	-7.4	-3.3	-3.9
CCCN1CCC(NC(=S)Nc2ccc(S(N)(=O)=O)cc2)CC1	2.1	3.1	8.8	3.9	4.6	-1.7	7.8	-3.0	-3.0
CC1CCCCN1C(=O)CSc1nc2cc3c(cc2c(=O)n1Cc1ccc2c(c1)OCO2)OCO3 (stereo not given)	10.3	-0.4	-4.7	7.5	-1.4	-2.3	-2.9	-7.0	6.9
CC(=O)Nc1cccc(NC(=O)CSc2ccc3nnc(CCNC(=O)c4ccccc4)n3n2)c1	7.0	1.9	10.5	0.4	-34.2	-1.2	0.2	16.6	2.2

3 successive records out of the list so far, for reference:
SMILES	TAAR1 agonist	CRFR2-BP ag	CHRM4 PAM	CHO-K1 Ca PAM	TAAR1 antag	CHRM5 agonist	M5 PAM	CRFBP-R2 block	CHRM5 antagonist
COc1ccc(/C=N/NC2=NCCCCC2)c(OC)c1	3.2	0.5	-3.4	13.9	14.8	-3.8	0.7	14.2	10.0
CCOC(=O)c1ccc(NC(=S)NC(=O)C2CCCC2)cc1	-0.2	1.5	-5.4	-4.1	6.8	-5.0	-8.7	-5.5	-3.9
COCCn1c(=S)[nH]c2cc(C(=O)N3CCc4ccccc43)ccc2c1=O	14.4	-6.3	3.5	17.6	12.0	3.7	2.0	-7.3	-7.8

Source: PubChem (several laboratories)
